Compound activity (PubChem)
NOD1 inhibition – inhibition of NOD1-driven NF-kB reporter – cell-based, luminescence, uHTS, primary screen (AID 1578); hit rate 1% among 290,000; one-dose inhibition, % at 4 µM; EC50 in µM for titrated hits; NOD1-driven NF-kB luciferase reporter cells, luminescence; higher % means a stronger effect; in the data active means inhibition mostly above about 36%, no sharp cut-off; inactive means mostly below about 34%;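 further: HEK-293T reporter cells stimulated with the NOD1 agonist gamma-tri-DAP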
LYP inhibition – PTPN22 lymphoid phosphatase activity blockers – biochemical, fluorescence intensity, uHTS (AID 1779); recombinant LYP phosphatase, fluorescence intensity; higher % means a stronger effect; inhibition, % at 11.5 µM, or IC50 in µM where a hit was titrated; hit rate 0.054% among 290,000;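 further: plate controls were vehicle with enzyme for no effect and no enzyme for full effect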
Myeloid diff MLP – promotes myeloid progenitor differentiation; ER-HoxA9 myeloid progenitors, lysozyme-GFP differentiation, flow cytometry; calls only at 10 µM; hit rate 1% among 360,000; AID 624256;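 active means normalized GFP-positive differentiation at or above the plate's own cutoff, the solvent-only control mean plus 3 SD; inconclusive means no clear call, values can overlap the other calls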;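 further: cells exposed to compound for four days before flow analysis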
KOR beta-arrestin-1 – KOR antagonists, beta-arrestin recruitment, cell-based, luminescence, uHTS (AID 1778); KOR beta-arrestin recruitment, luminescence, antagonist mode; higher % means a stronger effect; hit rate 0.091% among 290,000; inhibition, % at 10 µM, or IC50 in µM where a hit was titrated; further: strong numbers were not always called active
NOD2 inhibition – inhibition of NOD2-driven NF-kB reporter – cell-based, luminescence, uHTS, HEK293 (AID 1566). inhibition, % at 4 µM; hits with a dose series show EC50 in µM. HEK293 NOD2/NF-kB luciferase reporter, luminescence; higher % means a stronger effect. hit rate 0.63% among 290,000; further: many of its hits are not listed in these tables
Siah-1 displacement – Siah-1 peptide-binding antagonists, primary screen, biochemical, fluorescence polarization, rhodamine-plectin, uHTS (AID 1817) | Siah-1 / rhodamine-plectin peptide fluorescence polarization; higher % means a stronger effect | hit rate 0.02% among 290,000 | displacement, % at 20 µM, or IC50 in µM where a hit was titrated;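 active means displacement of at least 50% at 20 µM, with a fluorescence ratio check between 0.3 and a set limit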;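 further: plate controls were Siah plus tracer with DMSO for no effect and tracer alone without Siah for full effect; strong numbers were not always called active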
HIV fusion peptide – inhibitors of HIV fusion peptide binding, primary screen, biochemical, uHTS, fluorescence dequenching (AID 1986). inhibition, % at 20 µM, or IC50 in µM where a hit was titrated. cell-free peptide binding, fluorescence dequenching, 30 min; higher % means a stronger effect. hit rate 0.3% among 290,000; in the data active means inhibition mostly above about 52%, no sharp cut-off; inactive means mostly below about 76%; further: some results filed as inactive read as strong as hits
KOR beta-arrestin-2 – kappa opioid receptor activators – cell-based, luminescence, uHTS, primary screen (AID 1777). KOR beta-arrestin recruitment, luminescence; higher % means a stronger effect. one-dose activation, % at 10 µM; EC50 in µM for titrated hits. hit rate 0.02% among 280,000; in the data active means activation above about 50%, passing the limit was not always enough; further: a part of the inactive calls stands beside numbers as strong as those of hits
Salmonella PhoP GFP – PhoP-dependent GFP reporter repression – Salmonella Typhimurium, primary screen (AID 1863). S. Typhimurium PhoP-regulated promoter GFP reporter, 4 h; higher % means a stronger effect. inhibition, % at 50 µM, or IC50 in µM where a hit was titrated. hit rate 0.16% among 300,000;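 active means inhibition over 29.93%, a cutoff 3 SD above the screen mean, later confirmed by dose response; inconclusive means inhibition over 29.93% but no dose response follow-up; inactive means inhibition at most 29.93% or unconfirmed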;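 further: 0% = low Mg2+ inducing control and 100% = high Mg2+ repressing control; strong numbers were not always called active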
Myeloid diff MLP GFP+ MAC1+ % – also measured in Myeloid diff MLP; calls as there; GFP+ MAC1+ double positive, %; measured here: differentiation confirmed by MAC1 staining
Active calls of the source: *; i = inactive; ? = inconclusive; . = no result given; + = active, no number; [ ] = another dose, or the depositor's remark. Unless noted, no stated cut-off is given here; in the data, active means inhibition above about 50%; inactive means the rest.

Values run as follows: KOR beta-arrestin-1 | KOR beta-arrestin-2 | LYP inhibition | NOD1 inhibition | Myeloid diff MLP GFP+ MAC1+ % | Siah-1 displacement | Salmonella PhoP GFP | Myeloid diff MLP | HIV fusion peptide | NOD2 inhibition
COC(=O)c1cc2nc(-c3ccc(OC)c(OC)c3)cc(C(F)(F)F)n2n1
    -22% | 2.8% | -7% | -8% | 1.9 | -8% | -6% | i | -2.0% | 13%
CC1(C)Cc2c(C#N)c(N)n(-c3ccccc3)c(=S)c2CO1
    11% | 4.7% | -6% | -10% | 0.7 | 4% | -19% | i | 3.5% | -8%
Cc1ccc(CSCc2nnc(SCC(=O)N3CCN(c4ccccc4)CC3)n2C)cc1
    . | -1.1% | -6% | 29% | . | -4% | 0% | . | 0.0% | -36%
CSCCC(NC(=O)c1ccccc1)C(=O)NNC(=O)c1csc(N2CCOCC2)n1 (stereo not given)
    2% | -0.9% | -10% | -33% | 1.9 | 1% | -3% | i | -0.9% | 6%
Nc1c(C(=O)Nc2ccc(S(=O)(=O)N3CCCC3)cc2)sc2nc3cc4c(cc3cc12)CCC4
    -21% | -1.0% | 2% | -42% | 1.7* | 19% | -6% | + | 34% | -20%
CCOc1ccc(S(=O)(=O)N2CCC(C(=O)NCC3CCCO3)CC2)cc1Cl (stereo not given)
    -65% | 8.8% | -5% | 0% | 0.7 | -5% | 4% | i | -1.0% | -15%
Oc1ccc(/C=N/Nc2ccc(C(F)(F)F)cn2)c(O)c1
    13% | -2.2% | 2% | -12% | . | -2% | 12% | ? | 2.3% | 19%
CCC(C)NC(=O)COC(=O)c1ccc(Cl)cc1O (stereo not given)
    2% | -3.7% | -6% | -33% | 0.3 | 12% | -1% | i | 0.7% | -4%
COc1ccc(OC)c(NC(=O)CCCCCn2nnc3ccccc3c2=O)c1
    13% | -5.0% | -4% | 1% | 0.7 | -5% | 4% | i | -1.7% | 26%
COCCOC(=O)c1c(C)oc2ccc(OCC=C(C)C)cc12
    7% | 0.9% | -10% | 1% | 1.4 | -3% | -6% | i | -0.9% | 22%
Cc1cc(NCCO)c2ccccc2n1
    21% | -3.3% | -7% | 11% | 0.5 | -5% | 3% | i | 0.5% | 12%
O=C(O)c1ccc(Cl)c(S(=O)(=O)N2CCCC2)c1
    7% | 5.9% | -8% | 0% | 0.5 | 2% | -8% | i | 0.3% | 11%
CC(NCc1ccc(OCc2ccc(Cl)cc2)cc1)C(O)c1ccccc1 (stereo not given)
    -40% | -5.6% | -11% | -12% | 0.4 | 3% | 25% | i | -1.7% | -13%
CC(C)C[C@H](N)c1cn([C@@H](Cc2ccc(O)cc2)C(=O)N2CCNCC2)nn1
    4% | -3.5% | -6% | -25% | 0.9 | 4% | -3% | i | 0.5% | 2%
O=C1C2C3C=CC(C3)C2C(=O)N1c1cccnc1 (stereo not given)
    13% | 1.4% | -4% | -21% | 0.6 | 2% | 4% | i | -1.6% | -4%
Cc1ccc(-c2cc(C(=O)Nc3nccs3)c3ccccc3n2)o1
    14% | -1.4% | 2% | -19% | 0.1 | 10% | 44% | i | 25% | 15%
CC(=O)Oc1ccccc1/C=C/c1nc2ccccc2c(=O)o1
    1% | -3.1% | 2% | -13% | 1.0 | 2% | 2% | i | 14% | 16%
COc1ccc(S(=O)(=O)N2CCCCCC2)cc1NC(=O)Cc1ccccc1F
    13% | 7.3% | -3% | -11% | 0.7 | 3% | -7% | i | -0.4% | 17%
CC(Oc1ccccc1)C(=O)NNC(=O)c1ccccn1 (stereo not given)
    -3% | 9.3% | -7% | -26% | 0.4 | 2% | 0% | i | -0.2% | 0%
Oc1c(Br)cc(/C=N/Nc2ccc(Cl)nn2)cc1Br
    -8% | -3.4% | -4% | 15% | 0.5 | -14% | 9% | i | 48% | 21%
CC(C)SCCCCOc1ccc2ccccc2c1
    12% | 3.6% | -6% | -31% | 7.4 | -2% | -5% | i | 19% | -35%
CCC(=Nc1ccccc1O)C1=C(O)CC(c2ccccc2)CC1=O (stereo not given)
    16% | 4.3% | -2% | -3% | 1.2 | 2% | -7% | i | 16% | -8%
CCOC(=O)C1CCN(C(=O)CN2C(=O)C(C(C)C)Oc3ccccc32)CC1 (stereo not given)
    -8% | 1.4% | -6% | -14% | 0.3 | -6% | 0% | i | -1.0% | 13%
O=C(CCSCc1ccc(Cl)cc1)NC1CCCC1
    -9% | -1.4% | 0% | -22% | 0.2 | 3% | 3% | i | 1.9% | 1%
CC(=O)c1cc(C#N)c(SCc2ccc(F)cc2)nc1C
    -23% | -3.7% | 0% | -32% | 0.4 | -1% | 7% | i | -0.4% | -19%
COc1cccc(-c2c(C#N)c(N)nc3c2c(C)nn3-c2ccccc2)c1O
    -4% | 0.1% | 2% | -9% | 0.7 | 2% | 8% | i | -2.4% | 34%
Cc1cc(Cl)ccc1OCC(=O)N1C(C)CCCC1C (stereo not given)
    -14% | -2.8% | -2% | -12% | 0.3 | 0% | -2% | i | 0.4% | -4%
Cc1cc(NC(=O)c2cccc(S(=O)(=O)N3CC(c4ccccc4)CC3=O)c2)no1 (stereo not given)
    14% | -0.1% | -1% | -26% | 1.8 | 2% | 5% | i | -1.0% | 5%
O=[N+]([O-])c1cc(S(=O)(=O)N2CCCC2)ccc1OCc1ccccc1
    -2% | -1.7% | -5% | -1% | 0.1 | 0% | 6% | i | -2.8% | -8%
CCN(CC)c1ccc(/C=C/C(=O)c2cccnc2)cc1
    -6% | -2.3% | -5% | -32% | 0.4 | 4% | 9% | i | -3.6% | 6%
O=C(NCCN1CCN(c2cccc(Cl)c2)CC1)c1ccc(CSc2nc3ccncc3[nH]2)cc1
    6% | -1.9% | -7% | -8% | 0.7 | -9% | 14% | i | -0.8% | 4%
COc1ccc(CNc2cccc(C)n2)c(O)c1
    -40%[20 µM] | 3.7% | -6% | -23% | 0.5 | 17% | 3% | i | -1.3% | 14%
COc1ccc(-c2c(C)oc3c(CN4CCN(C)CC4)c(O)ccc3c2=O)cc1
    -1% | -3.5% | 2% | -16% | 1.3 | 1% | 7% | i | -3.6% | 15%
CCC(CO)NC(=O)c1cccc(S(=O)(=O)N2c3ccccc3CC2C)c1 (stereo not given)
    15% | 0.1% | -8% | -2% | 0.8 | 2% | 13% | i | 0.7% | 10%
CC(=O)Nc1ccc(S(=O)(=O)N2CCN(C(=O)c3ccccc3F)CC2)cc1
    20% | 5.4% | -8% | -4% | 3.5 | -2% | 10% | i | -0.4% | 10%
Fc1ccc2nc(C(F)(F)F)cc(N3CCOCC3)c2c1
    2% | -3.2% | -4% | -6% | 0.5 | -2% | -2% | i | -1.0% | 15%
COCCCNC(=O)Cc1c(C)c2c(cc(C)c3c(C)c(C)oc32)oc1=O
    -39% | 5.9% | -7% | -8% | 0.5 | 3% | . | i | -0.2% | -2%
CC1CCN(S(=O)(=O)c2ccc(NC(=O)C3CC3)cc2)CC1
    -25% | 1.4% | -7% | 15% | 0.3 | 0% | 4% | i | -1.0% | 9%
COCCCn1c2nc3ccccc3nc2c2c(=O)n(Cc3ccc(Cl)cc3)cnc21
    -9% | 19% | 9% | -59% | 0.3 | 0% | -3% | i | 0.6% | -47%
O=C(Nc1ccc(Cl)cc1)Nc1csc([N+](=O)[O-])c1
    0% | 7.4% | 0% | 0% | 0.0 | -3% | 7% | i | -1.6% | 0%
COc1cccc(NC(=O)Cc2cccs2)c1
    -8% | 0.4% | -6% | -54% | 0.4 | 2% | 1% | i | 0.7% | -12%
Cc1ccc(OCC(O)CN2CCc3ccccc3C2)c(C)c1 (stereo not given)
    -6% | 2.3% | -2% | -28% | 2.8 | -2% | -12% | i | 0.6% | -16%
O=C(CCCN1C(=O)c2ccccc2C1=O)OC1CSCC1NC(=O)c1ccccc1 (stereo not given)
    5% | -4.1% | -7% | 0% | 1.2 | 1% | -3% | i | 0.4% | 9%
O=C(COC(=O)C1CCN(/C=C/C(=O)C(F)(F)F)CC1)Nc1cccc(F)c1
    26% | 1.6% | 3% | -27% | 0.5 | 5% | 5% | i | 3.6% | -10%
CCc1cc2cccc(C)c2nc1SCC(=O)NC1CCCC1
    -14% | 1.6% | -5% | 14% | 0.3 | 2% | -3% | i | 1.4% | -4%
O=C(NC1CC2CCCC(C1)N2C1CC1)NC12CC3CC(CC(C3)C1)C2 (stereo not given)
    -70% | 4.1% | -7% | -17% | . | -3% | . | . | 0.4% | 13%
COc1cc(/C=N/NC(=S)NCCN2CCOCC2)cc(OC)c1O
    8% | 6.4% | 1% | 6% | 0.3 | -4% | 4% | i | 2.0% | 4%
Cc1ccc(C)n1-c1sccc1C(=O)O
    8% | -4.5% | -4% | -1% | 2.1 | 3% | 11% | i | 0.2% | 5%
COC(=O)c1ccc(Cl)c(NC(=O)CN2CCN(Cc3ccccc3)CC2)c1
    -22% | -2.5% | -6% | -26% | 1.6 | 4% | -5% | i | -2.9% | 0%
CN(C)c1ccc(/C=C/c2ccc3c4ccccc4ccc3[n+]2-c2ccccc2)cc1
    30% | 6.6% | -7% | 72%* | . | -10% | 21µM* | . | -6.1% | 24%
COc1cc2c(cc1OC)C(C(=O)N1CCN(c3ccccc3)CC1)C(c1cccs1)N(C)C2=O (stereo not given)
    13% | -3.5% | -6% | -6% | 0.6 | 0% | -2% | i | -3.5% | 7%
CCCOn1nnnc1-c1ccccc1
    -9% | -5.8% | -2% | -12% | 3.8 | 1% | -1% | i | 0.9% | 16%
O=C(Nc1ccccc1Br)c1ccc2nccnc2c1
    0% | -4.7% | -2% | -20% | 0.4 | 2% | 2% | i | -1.4% | -13%
O=C(N[C@@H](Cc1ccccc1)C(=O)O)c1cccs1
    -46% | 5.1% | -7% | -22% | . | -3% | -6% | . | 2.7% | -4%
COc1ccc(CC(=O)NNC(=O)COc2ccc(Br)cc2C)cc1OC
    -11% | -1.5% | -4% | -29% | 0.9 | 4% | -5% | i | 2.4% | 6%

Complete entries, looked up by structure:
`COc1cccc(-c2c(C#N)c(N)nc3c2c(C)nn3-c2ccccc2)c1O` in the list: KOR beta-arrestin-1 = -4%; KOR beta-arrestin-2 = 0.1%; LYP inhibition = 2%; NOD1 inhibition = -9%; Myeloid diff MLP GFP+ MAC1+ % = 0.7; Siah-1 displacement = 2%; Salmonella PhoP GFP = 8%; Myeloid diff MLP = i; HIV fusion peptide = -2.4%; NOD2 inhibition = 34%
`O=C(NC1CC2CCCC(C1)N2C1CC1)NC12CC3CC(CC(C3)C1)C2` (stereo not given) in the list: KOR beta-arrestin-1 = -70%; KOR beta-arrestin-2 = 4.1%; LYP inhibition = -7%; NOD1 inhibition = -17%; Myeloid diff MLP GFP+ MAC1+ % = .; Siah-1 displacement = -3%; Salmonella PhoP GFP = .; Myeloid diff MLP = .; HIV fusion peptide = 0.4%; NOD2 inhibition = 13%

This is a subset (hit frequency here may not be typical).
